Lipid storage S3: qHTS Assay for Lipid Storage Modulators in Drosophila S3 Cells. Drosophila S3 cells, BODIPY lipid droplet fluorescence, 18-24 h; cells fed with added oleic acid. lipid storage change, negative = inhibition, % at the top dose, mostly 46.1 µM; hits show Potency in µM. 320,000 compounds, 0.64% hits; active means well fitted inhibition curve with a large enough effect in the signal ratio, with a control signal flat, not every such curve was filed as active; inconclusive means small, poorly fitted or top-dose-only effect, or effect the other way, or a change in a side signal; the % refers to the signal ratio
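Laser-scanning cytometry quantifies lipid droplet accumulation (500–530 nm total intensity; droplet/cell object ratio) in oleic acid-fed (400 uM added) Drosophila S3 cells treated with a concentration series. 20 uM Triacsin C defined 100% inhibition.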
Lipid storage S3 cell count max: second read-out of Lipid storage S3, no call of its own (marks repeat the call); cell number change, %; measured here: cell count max response;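 cells counted by Cell Tracker Red CMTPX staining in the red channel; peak over a dose series mostly up to 46.1 µM; percent activity relative to internal control wells on each plate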
* marks the source's active call; other numbers are inactive results; i = inactive; ? = inconclusive; / = not tested or not shown; [ ] = dose if it differs, or a comment. On the % scale 0 is the no-effect control and ±100 the full control effect; potency means the concentration at half of the fitted maximal effect. A portion of the library; count on the stated rates, not on these rows.

structure	Lipid storage S3	Lipid storage S3 cell count max
COCCCN1C(=O)C(=O)/C(=C(/O)c2ccc(S(=O)(=O)N3CCOCC3)cc2)C1c1ccc(OC)cc1 (stereo unspecified)	i	19
CCn1c(C)nc2cc(C(=O)NNS(=O)(=O)c3c(C)c(C)cc(C)c3C)ccc21	i	/
O=C(c1cc2ccccc2oc1=O)N(Cc1ccc2c(c1)OCO2)Cc1ccco1	?	/
CS(=O)(=O)N1CCC(C(=O)NCc2ccco2)CC1	?	/
COc1ccc(N(CC(=O)NC2CCCCC2)C(=O)c2ccc(C)s2)c(OC)c1	?	/
C/C=C(/C)C(=O)Nc1cccc(C2=NOC3(C2)C[C@@H](C(N)=O)N(C(=O)[C@H]2CCC(=O)N2)C3)c1 (stereo partly specified)	-5%	24
N#Cc1ccc(Oc2ccc(C(N)=O)cc2)cc1C#N	i	-3
Cc1cc(=O)oc2cc(OCC(=O)OC(C)C(=O)NC3CCCC3)ccc12 (stereo unspecified)	?	/
CC[C@H](C)[C@@H](C(=O)NCCCCCCCCCCC(=O)N1CCNCC1)n1cc(CCCCCN)nn1	?	/
O=C(Nc1ccccc1Br)C1CCCN1S(=O)(=O)c1cccc2nsnc12 (stereo unspecified)	?	/
COc1ccc(C(=O)N[C@H](C(=O)Nc2nc3c(s2)CCCC3)C(C)C)cc1	?	/
COCCCNC(=O)C1=CCN(S(=O)(=O)c2ccc(OC)cc2)CC1	?	/
CC(=O)Nc1ccc2nc(NC(=O)CN3CCOCC3)sc2c1	?	/
O=C(NCCc1csc(-c2ccccc2)n1)c1c(F)cccc1Cl	7%	-1
O=C(CN1CCN(c2cccc(Cl)n2)CC1)N1CC(O)CO1 (stereo unspecified)	-22%	-9
CCCOc1ccc(NC(=O)CC2C(=O)Nc3ccccc3N2CC(=O)N2CCCC2)cc1 (stereo unspecified)	?	/
OC(CN1CCN(C(c2ccccc2)c2ccccc2)CC1)c1ccccc1 (stereo unspecified)	?	/
COc1cccc(N2CCN(S(=O)(=O)c3ccc4c(c3)oc(=O)n4C)CC2)c1	?	/
O=C(CN1C(=O)C2CCCCC2C1=O)Nc1cc([N+](=O)[O-])ccc1F (stereo unspecified)	?	/
O=S(=O)(NN1CCOCC1)c1ccc(Cl)s1	-25%	-9

The closing 3 records of the part before lead into the next.
structure	Lipid storage S3	Lipid storage S3 cell count max
COc1cccc(N2CCN(S(=O)(=O)c3ccc4c(c3)oc(=O)n4C)CC2)c1	?	/
O=C(CN1C(=O)C2CCCCC2C1=O)Nc1cc([N+](=O)[O-])ccc1F (stereo unspecified)	?	/
O=S(=O)(NN1CCOCC1)c1ccc(Cl)s1	-25%	-9
Cc1ccc2nc(SCC(=O)N/N=C/c3ccco3)cc(C)c2c1	2%	3
O=C(CCCSc1nc2ccccc2c(=O)[nH]1)c1ccccc1	?	/
COc1ccc(/C=N/NC(=O)c2ccc(OC)c(OC)c2)cc1COc1c(F)c(F)c(F)c(F)c1F	?	/
Cc1cccc(/C=N/NC(=O)Cn2nnnc2N)n1	?	/
COc1ccc(C(=O)Nn2c(C)nnc2-n2nc(C)cc2C)cc1OC	11%	-1
O=C(Nc1ccc(S(=O)(=O)N2CCCCC2)cc1)C1CCCO1 (stereo unspecified)	i	/
O=C(Nc1nccs1)C1C2/C=C\CCCCC21 (stereo unspecified)	?	/
O=C(NCCNc1ccc([N+](=O)[O-])cc1)c1cccc(Br)c1	7%	24
CCCc1nc2c(=O)n(C)c(=O)[nH]c2n1CCC	?	/
Cc1nnc2c(NC3CCCC3)nc3ccccc3n12	9%	9
Cn1nc(C(=O)Nc2cccc(S(=O)(=O)N3CCOCC3)c2)c2ccccc2c1=O	i	-2
CC1CCN(C(=O)c2ccc(NS(=O)(=O)c3ccccc3)cc2)CC1	?	/
CCOC(=O)c1c(N)sc2c1CCC1C(=O)N(C3CCCCC3)C(=O)C21 (stereo unspecified)	i	/
CC(C)(C)n1nc2c(c1NC(=O)Cc1cccc3ccccc13)CS(=O)(=O)C2	?	/
CCCCCCCCOC(=O)c1ccc(N)cc1	?	/
Cc1cccc(NC(=S)NC(=O)/C=C/c2ccco2)n1	?	/
Cc1cc(NC(=O)c2cccs2)n(-c2nc3ccccc3[nH]2)n1	?	/
CCOc1ccc(NC(=O)NC(C)CC)cc1 (stereo unspecified)	?	/
Cc1cc(C)c(NC(=O)CN)c(C)c1	-21%	10
Cn1nc(C(F)(F)F)c(-c2cccc(C(F)(F)F)c2)c1NC(=O)Nc1ccc(F)cc1	?	/
COc1ccc(/C=C/C(=O)NC(=S)Nc2ccc(S(=O)(=O)N=C(N)N)cc2)cc1OC	?	/
COc1ccc(-c2nnc(OC)c3ccccc23)cc1	i	24
COc1ccccc1N1C(=NC(=O)C(C)Oc2ccccc2)SC2CS(=O)(=O)CC21 (stereo unspecified)	26%	-13
S=C(NCc1cccs1)Nc1ccccc1Cl	?	/
COc1cc(NC(=O)CCCNC(=O)c2ccc(Cl)cc2)cc(OC)c1OC	8%	10
CCOC(=O)c1cccc(N2C(N)=NC(N)=NC2(C)C)c1	1%	7
O=C1NC(=S)N/C1=C/c1cccc([N+](=O)[O-])c1	?	/
CCOC(=O)N1CCN(Cc2nc3cc(NC(=O)C(C)C)ccc3n2CC)CC1	?	/
S=C(Nc1ccc2nccnc2c1)N1CCOCC1	19%	3
COc1ccc(CCN(C)Cc2ccc(OCc3ccccc3)c(OC)c2)cc1OC	-5%	2
c1ccc(CSc2nnc(-c3cccnc3)o2)cc1	2%	-20
COc1ccc(N(CCC(=O)O)S(=O)(=O)c2ccc(C)c(C)c2)cc1	?	/
COC(=O)[C@@]12CCCN1[C@H](c1ccc(-c3cccc(Cl)c3)cc1)[C@H]1C(=O)N(C)C(=O)[C@H]12	i	/
COc1cc(SC)ccc1C(=O)N1CCN(Cc2ccc3c(c2)OCO3)CC1	?	/
C=C(C)c1cccc(C(C)(C)NC(=O)Nc2ccc3[nH]c(=O)[nH]c3c2)c1	22%	-25
CCCCCCc1nc2ccccc2c(=O)n1N	i	-14
N=C1S/C(=C\c2cccc3ccccc23)C(=O)N1c1ccc(F)cc1	-26%	-2
CC(C)(C)C1CCc2c(sc(NC(=O)c3cccs3)c2C(=O)N2CCCCC2)C1 (stereo unspecified)	?	/
CCCCCC(=O)Nc1cccc(C2=NOC3(C2)C[C@@H](C(N)=O)N(C(=O)C2(C)CC2)C3)c1 (stereo partly specified)	?	/
COc1ccc(C(=O)Nc2cc(Cl)ccc2N2CCOCC2)cc1S(=O)(=O)N1CCOCC1	?	/

5 of the entries above in order of the Lipid storage S3 value, low to high:
mol | Lipid storage S3 | Lipid storage S3 cell count max
Cc1cc(C)c(NC(=O)CN)c(C)c1 | -21% | 10
C/C=C(/C)C(=O)Nc1cccc(C2=NOC3(C2)C[C@@H](C(N)=O)N(C(=O)[C@H]2CCC(=O)N2)C3)c1 (stereo partly specified) | -5% | 24
Cc1ccc2nc(SCC(=O)N/N=C/c3ccco3)cc(C)c2c1 | 2% | 3
O=C(NCCc1csc(-c2ccccc2)n1)c1c(F)cccc1Cl | 7% | -1
COc1ccc(C(=O)Nn2c(C)nnc2-n2nc(C)cc2C)cc1OC | 11% | -1

Continued:
structure	Lipid storage S3	Lipid storage S3 cell count max
Cc1nc(=O)c(-c2ccccc2)c(C)n1-c1ccccc1O	?	/
Nc1nc2n(n1)C(c1ccco1)CC(c1ccc(Cl)cc1Cl)N2 (stereo unspecified)	-2%	-15
CN(C)c1ccc(C(=O)N(Cc2ccccc2)Cc2ccccc2)cc1	?	/
Cc1cc(Cl)ccc1OCC(=O)n1cc(C(=O)c2cc(Cl)ccc2O)cn1	?	/
COC(=O)c1ccc(N2Cc3ccccc3/C2=N\C(=O)Nc2ccccc2)cc1	11%	11
C/C(=N\NC(=O)c1c([N+](=O)[O-])c(C)nn1C)c1ccc(NC(=O)c2ccc(C)o2)cc1	-30%	11
Cn1c(SCC(=O)N2c3ccccc3CCc3ccccc32)nnc1-c1ccc(O)cc1	10%	9
CC1=Nn2c(nnc2-c2ccccc2F)SC1	?	/
CCC1(C)N=C(N)Nc2nc3cc(C)c(C)cc3n21 (stereo unspecified)	?	/
Cc1ccc(C(=O)Nc2ccc(Oc3cccc(C(F)(F)F)c3)nc2)cc1	-6%	-7
Nc1nnc(SCC(=O)NCC(=O)Nc2ccc(F)c(F)c2F)s1	14%	2
COc1ccc(-n2nnc3c(SCC(=O)NCC4CCCO4)ncnc32)cc1 (stereo unspecified)	?	/
CCOC(=O)CSc1ccc(C(=O)Nc2ccc(Cl)cc2)cn1	7%	/
CC(=O)c1cccc(NC(=O)c2c(-c3c(F)cccc3Cl)noc2C)c1	?	/
O=C(CSc1nnc(CNC(=O)c2ccc(F)cc2)o1)NCc1ccc(F)cc1	-19%	3
C=CS(=O)c1sc(Cl)c(N2CCOCC2)c1[N+](=O)[O-] (stereo unspecified)	i[9.22 µM]	/
Cc1cccc(-c2noc(CNC(=O)c3ccc4c(c3)OCO4)n2)c1	?	/
CCOC(=O)C1CCCN(C(=S)NC(=O)c2cc(Br)ccc2Cl)C1 (stereo unspecified)	?	/
COc1ccc(N2C(=NC(=O)C3CCCCC3)SC3CS(=O)(=O)CC32)cc1OC (stereo unspecified)	?	/
O=S(=O)(c1cc(Cl)ccc1Cl)N1CCC2(CC1)OCCO2	i	-18
CC12CCC(=O)N1C(C(=O)NNC(=O)COc1ccc(Br)cc1)CS2 (stereo unspecified)	24%	/
O=C(COC(=O)/C=C/c1cccc(Br)c1)NC1CC1	?	/
COc1ccccc1NC(=O)C(=O)c1cn(CC(=O)N2CCCC2)c2ccccc12	i	8
CC(/C=C/c1ccc2c(c1)OCO2)=N\NC(=O)COc1ccccc1C	?	/
O=C(NC(NC(=O)c1ccccc1)c1cccc([N+](=O)[O-])c1)c1ccccc1	5%	25
COc1cccc(C2c3[nH]c4ccccc4c3CCN2CCCn2cccn2)c1 (stereo unspecified)	7%	2
Cc1ccc(F)cc1NC(=O)c1c(-c2ccccc2)noc1C	?	/
Cc1ccc(-n2c(=O)cc(N3CCCCCC3)[nH]c2=O)cc1	0%	16
CCOc1ccc(N2C(=O)CC(Sc3nc(CC(C)C)ccc3C#N)C2=O)cc1 (stereo unspecified)	?	/
COc1ccc(C(=O)/C=C/Nc2cc(C)ccn2)cc1	9%	14
COc1nc(-c2ccccc2)ccc1-c1noc(-c2ccccc2F)n1	12%	21
NC(=S)COc1ccccc1	15%	-2
CCSc1nnc(-c2ccc(S(=O)(=O)N3CCOCC3)cc2)n1CC1CCCO1 (stereo unspecified)	3%	-2
CSc1ccc(CN(C)C(=O)c2cc(=O)c3ccccc3o2)cc1	?	/
CCOc1ccc(OCCN(C)Cc2ccccc2)cc1	?	/
CCOC(=O)Nc1ccc(NC(=O)c2c(OC)cccc2OC)cc1	13%	13
COC(=O)C1C(=O)c2c([nH]c(C(=O)OCCSC)c2C)CC1C (stereo unspecified)	?	/
Cc1sc2nc(-c3ccccc3)oc(=O)c2c1C	-6%	-7
Cc1ccccc1-c1nc2sc3c(c2c(=O)n1N)CCCC3	?	/
Cc1cc(N/N=C/c2c(O)ccc3ccccc23)nc(-c2ccccc2O)n1	?	/
C=CCOc1cccc(C2/C(=C(/O)c3ccccc3)C(=O)C(=O)N2CCN2CCOCC2)c1 (stereo unspecified)	-13%	-14
Cc1cc(C(F)F)nn1CC(=O)NCc1ccc(Cl)cc1Cl	-11%	2
O=C(NNC(=S)NCc1ccccc1)c1ccc2c(c1)OCO2	?	/
Cc1nn(C(C)CC(=O)O)c(C)c1Br (stereo unspecified)	?	/
CCOC(=O)c1cnc2nc(C(F)(F)F)[nH]n2c1=O	8%	15
COc1ccc2c(c1)CCC/C2=N\OC(=O)c1ccccc1F	?	/
CCOc1ccc(-n2c(SCC(=O)NCc3ccco3)nc3c(c2=O)SCC3)cc1	?	/
CN(CCOc1ccccc1)C(=O)CNC(=O)c1ccc(C(C)(C)C)cc1	-16%	14
COc1cc(NC(=O)c2ccc(NC3=NC4CS(=O)(=O)CC4S3)cc2)cc(OC)c1OC (stereo unspecified)	5%	4
COc1ccc(Cl)cc1S(=O)(=O)Nc1ncn[nH]1	?	/
CC(C)C(NC(=O)C1CCCCC1)C(=O)NC1CCCC(C)C1C (stereo unspecified)	9%	23
Cc1coc2cc3oc(=O)c(CCC(=O)NC4CC4)c(C)c3cc12	-9%	-3
CCCNC(=O)CN1C(=O)NC(Cc2c[nH]c3ccccc23)C1=O (stereo unspecified)	?	/
Cc1ccc(-n2nc3c(=O)n(CCCC(=O)NCc4ccc(F)cc4)nc(C)c3c2C)cc1	?	/
O=c1c2ccccc2nnn1-c1ccc(Br)cc1	10%	20
CCOc1ccc(CCN2CN(CC)CNC2=S)cc1OCC	-8%	-10
Fc1ccccc1COc1ccc(Br)cc1CNCc1cccnc1	?	/

Assay outcomes (PubChem BioAssay)
